# Screening results as filed in PubChem BioAssay.
# PolyA inhibitor: polyadenylation inhibitors in yeast reporter cells, primary screen, luminescence, S. cerevisiae. S. cerevisiae SKY197-pL101 polyadenylation reporter, beta-gal luminescence; efflux-impaired pdr1/pdr3 knockout yeast; score 100 = 6 SD above DMSO. calls only at 12 µM. actives 0.02% (n = 300,000). AID 1875, 2009;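 active = lowest replicate activity score at least 50, where 100 means six control SD above control mean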;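 also: yeast exposed to compound for 9 h at 30 °C; higher score means more reporter readthrough which indicates perturbed polyadenylation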
# HIF activator: HIF pathway transcriptional activators, primary screen, cell-based, U2OS HRE-luciferase, luminescence; U2OS HRE-luciferase reporter; normalized: DMSO 0%, desferrioxamine 100%; activation, % at 7.5 µM (by protocol); actives 0.32% (n = 300,000); AID 1910, 2009;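 active = mean activation of at least 10% of the iron chelator positive control signal, with at least half of replicates also reaching 10%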
# MrgX1 ag: agonists of human MrgX1 receptor, primary screen, HEK293 cells, Fluo-4 calcium flux. Fluo-4 calcium fluorescence, agonist mode; hits give high values. actives 0.44% (n = 310,000). Mas-related G-protein coupled receptor member X1 (Homo sapiens), Q96LB2. AID 588627, 2011. B-score at 10 µM;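 active = calcium response B-score plate-corrected fluorescence ratio at least 3 library SD, with starting fluorescence B-score inside 5 SD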
#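 Assay system: stable human MrgX1 HEK293 cell line. Quantity: 15,000 cells per well. Schedule: cells plated overnight, dye loaded 0.5 h 37 °C, 0.5 h room temperature. Detection: Fluo-4 NW calcium-flux fluorescence, kinetic read. Read-out basis: peak-minus-minimum fluorescence over baseline, converted to B scores. Control set: positive and negative control wells on each plate.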
# TRPC6 inh: mouse TRPC6 channel inhibitors, primary screen, cell-based, HEK293, membrane potential dye. Short transient receptor potential channel 6 (Mus musculus), Q61143. ACh-evoked depolarization; hits give low values. B-score at 10 µM. actives 1.1% (n = 310,000). AID 2553, 2010;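 active = B-score under library mean minus 3 SD, initial fluorescence not abnormally high, positive integrated signal ratio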;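 also: B-score derived from integrated fluorescence ratio over the kinetic read; more negative B-score means stronger inhibition of depolarization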
# Target sequence (Q61143 whole entry, looked up): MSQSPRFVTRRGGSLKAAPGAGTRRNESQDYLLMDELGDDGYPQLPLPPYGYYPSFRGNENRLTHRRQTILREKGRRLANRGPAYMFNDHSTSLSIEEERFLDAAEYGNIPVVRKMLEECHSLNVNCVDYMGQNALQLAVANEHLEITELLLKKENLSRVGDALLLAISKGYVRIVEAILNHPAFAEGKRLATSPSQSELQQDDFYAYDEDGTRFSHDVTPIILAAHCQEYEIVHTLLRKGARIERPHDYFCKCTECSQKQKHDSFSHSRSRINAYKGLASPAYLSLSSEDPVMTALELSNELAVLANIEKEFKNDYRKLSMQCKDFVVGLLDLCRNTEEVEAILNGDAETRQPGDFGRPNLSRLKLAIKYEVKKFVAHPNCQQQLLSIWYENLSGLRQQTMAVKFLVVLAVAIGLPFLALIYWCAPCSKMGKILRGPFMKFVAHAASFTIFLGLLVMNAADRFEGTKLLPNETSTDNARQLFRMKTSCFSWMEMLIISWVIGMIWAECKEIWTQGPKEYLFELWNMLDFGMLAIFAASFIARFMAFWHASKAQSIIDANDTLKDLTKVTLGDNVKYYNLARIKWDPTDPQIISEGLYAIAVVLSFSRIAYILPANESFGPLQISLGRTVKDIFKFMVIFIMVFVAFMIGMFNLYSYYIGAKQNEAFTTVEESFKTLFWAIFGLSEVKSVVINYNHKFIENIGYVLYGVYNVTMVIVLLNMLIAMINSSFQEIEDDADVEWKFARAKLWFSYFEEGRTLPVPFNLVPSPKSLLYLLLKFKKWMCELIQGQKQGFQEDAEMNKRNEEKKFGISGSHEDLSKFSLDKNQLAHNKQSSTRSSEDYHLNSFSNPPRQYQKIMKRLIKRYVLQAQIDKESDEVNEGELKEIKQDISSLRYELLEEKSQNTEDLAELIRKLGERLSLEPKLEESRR
# TRPC4 potent: positive allosteric modulators of TRPC4, primary screen, cell-based, mouse TRPC4beta, HEK293 mu-opioid, Fluo-4 calcium; actives 0.42% (n = 310,000); AID 2227, 2009; DAMGO EC20, Fluo-4 Ca2+ flux; hits give high values; B-score at 10 µM;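 active = B-score of calcium response area above 5 SD of library B-scores, with initial fluorescence ratio within 5 SD of library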;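 also: B-score of integrated fluorescence ratio over time as area under calcium response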
# AI-2 QS modul: Vibrio harveyi AI-2 quorum sensing modulators, primary screen, JMH597 strain, luminescence/OD600 ratio; Vibrio harveyi JMH597 AI-2 luminescence/OD600 ratio, 9 h; hits give low values; strain lacks LuxN and CqsS sensors; 0 = neutral-control median; activity change, % at 7.5 µM; actives 0.4% (n = 300,000); AID 2094, 2009; in the data active = activity change below about -75%, passing the limit was not always enough;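 also: luminescence divided by OD600 gain over 9 h not by final OD600 alone; inactives centre near 13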
# MrgX1 antagonist: antagonists of human MrgX1 receptor, primary screen, HEK293 cells, Fluo-4 calcium flux; BAM8-22 antagonism; hits give low values; B-score at 10 µM; actives 1.3% (n = 310,000); AID 588676, 2011;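 active = calcium-response B-score plate-corrected more than 3 library SD below zero, starting fluorescence within 5 deviations, no agonist response on first addition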;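 also: peak minus trough fluorescence over baseline after final BAM8-22 challenge near maximal dose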
# MrgX1 allo act: positive allosteric modulators of MrgX1, primary screen, HEK293 cells, Fluo-4 calcium flux. FDSS; hits give high values. Mas-related G-protein coupled receptor member X1 (Homo sapiens), Q96LB2. B-score at 10 µM. actives 0.63% (n = 310,000). AID 588675, 2011;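 active = plate-corrected calcium response at least 3 library SD above typical, normal starting fluorescence, not activating the receptor alone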;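 also: compound read alongside a low EC10 to EC30 dose of BAM8-22 agonist; peak minus trough fluorescence over baseline measured at the second addition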
# TRPC4 inh: inhibitors of mouse TRPC4 channel, primary screen, Fluo4 calcium, HEK293 TRPC4beta/mu-opioid cells. Short transient receptor potential channel 4 (Mus musculus), Q9QUQ5. DAMGO-evoked Fluo4 calcium flux; hits give low values. B-score at 10 µM. actives 0.39% (n = 300,000);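 active = B-score over 3 SD under the library average, no early fluorescence shift, positive overall ratio signal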
#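 System: stable TRPC4beta/mu-opioid receptor HEK293 cells; Dosing: single-point compound dosing; Measured by: Fluo4 Ca2+ flux fluorescence; Read-out basis: per-well B score of integrated baseline-normalized Fluo4 ratio.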
# TRPC4 act: activators of mouse TRPC4 channel, primary screen, Fluo4 calcium, HEK293 TRPC4beta/mu-opioid cells | Short transient receptor potential channel 4 (Mus musculus), Q9QUQ5 | Fluo4 calcium fluorescence; hits give high values | B-score at 10 µM | actives 0.49% (n = 310,000);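 active = B-score above 5 SD of library B-scores, and initial fluorescence ratio not above library mean plus 5 SD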;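 also: positive B-score marks a calcium rise read as TRPC4 activation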
#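 Incubation: 45 min room-temperature Fluo4 loading, 110 s read / System: HEK293 cells stably co-expressing mouse TRPC4beta and mu-opioid receptor / Signal: Fluo4 fluorescence, kinetic / Control set: buffer (low) and maximal DAMGO (high) / Measure: integrated baseline-normalised fluorescence ratio, converted to per-well B score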
# TRPC6 act: mouse TRPC6 channel activators, primary screen, cell-based, HEK293, membrane potential dye; Short transient receptor potential channel 6 (Mus musculus), Q61143; HEK293-TRPC6 membrane potential dye fluorescence; hits give high values; B-score at 10 µM; actives 0.13% (n = 310,000);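 active = B-score of the integrated fluorescence ratio above library mean plus 3 SD, and starting fluorescence ratio within library mean plus 5 SD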;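 also: higher score means more depolarization so channel activation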
# * marks the source's active call; other numbers are inactive results; i = inactive; · = no result given. A portion of the library (hit frequency here may not be typical).
# The first two compounds (preview)
SMILES,PolyA inhibitor,HIF activator,MrgX1 ag,TRPC6 inh,TRPC4 potent,AI-2 QS modul,MrgX1 antagonist,MrgX1 allo act,TRPC4 inh,TRPC4 act,TRPC6 act
Cc1n[nH]c(=O)c2c(NC(=O)CSc3nnnn3-c3ccccc3)oc(C)c12,i,2.2,i,i,i,26.8,i,i,i,i,i
O=C(Nc1nnc(-c2ccncc2)s1)C1CCCO1 (stereo unspecified),i,0.0,i,i,i,16.7,i,i,i,i,i

# The listing, repeating the preview:
SMILES,PolyA inhibitor,HIF activator,MrgX1 ag,TRPC6 inh,TRPC4 potent,AI-2 QS modul,MrgX1 antagonist,MrgX1 allo act,TRPC4 inh,TRPC4 act,TRPC6 act
Cc1n[nH]c(=O)c2c(NC(=O)CSc3nnnn3-c3ccccc3)oc(C)c12,i,2.2,i,i,i,26.8,i,i,i,i,i
O=C(Nc1nnc(-c2ccncc2)s1)C1CCCO1 (stereo unspecified),i,0.0,i,i,i,16.7,i,i,i,i,i
CCC(C)(O)c1[nH]c2ccc(C(F)(F)F)cc2c1C (stereo unspecified),i,-1.9,i,i,i,22.9,i,i,i,i,i
Cc1nn(C)cc1C(N)=O,i,-0.5,i,i,i,5.4,i,i,i,i,i
Cc1ccc(C(=O)NCCNC(=O)c2cccnc2)cc1,i,1.4,i,i,i,10.0,i,i,i,i,i
Cc1cccc2c3nc4ccccc4nc3n(CCCN3C(=O)c4ccccc4C3=O)c12,i,0.2,·,i,i,17.8,·,·,i,i,i
COC(=O)CSc1nnc(CNC(=O)c2ccc(OC)c(OC)c2)n1C,i,0.2,i,i,i,10.5,i,i,i,i,i
N=c1n(CCCOc2ccc(Br)cc2)c2ccccc2n1CC(N)=O,i,-0.1,i,i,i,37.4,i,i,i,i,i
O=c1c2c(-c3ccccc3)csc2nc2c3ccccc3c(NCCN3CCOCC3)nn12,i,-6.3,·,i,i,-96.4*,·,·,i,i,i
COc1cccc(CNC(=O)CC2Sc3ccccc3NC2=O)c1 (stereo unspecified),i,-0.6,i,i,i,-1.9,i,i,i,i,i
CN1CCC(N(C)S(=O)(=O)c2ccc(F)cc2F)CC1,i,-19.7,i,i,i,·,i,i,i,i,i
Cc1noc(COc2ccccc2OCC(O)CNC(C)(C)C)n1 (stereo unspecified),i,-0.2,i,i,i,21.8,i,i,i,i,i
Cc1ccc(C(=O)OCC(=O)NCCC2=CCCCC2)cc1N,i,-0.1,i,i,i,42.0,i,i,i,i,i
Cc1ccc(S(=O)(=O)N2CCCCC2)cc1NC(=O)COC(=O)Cc1cccc(C(F)(F)F)c1,i,-0.2,i,i,i,17.1,i,i,i,i,i
Cc1cccc(NC(=S)NC2CC3CCCC(C2)N3CC(C)C)c1 (stereo unspecified),i,-1.0,i,i,i,14.4,i,i,i,i,i
CN(NC(=O)c1c(Cl)cccc1Cl)c1cccc(Cl)n1,i,-0.2,i,i,i,12.2,i,i,i,i,i
Cc1ccc(-c2csc3ncnc(SCC(=O)c4ccc5c(c4)OCCO5)c23)cc1,i,-0.3,i,i,i,36.4,i,i,i,i,i
O=C(CC12CC3CC(CC(C3)C1)C2)NCCN1CCOCC1,i,0.0,i,i,i,-0.6,i,i,i,i,i
Cc1cccc(N(Cc2ccccc2F)S(C)(=O)=O)c1,i,-0.5,i,i,i,-10.3,i,i,i,i,i
CCOC(=O)N1CCN(C(=O)c2ccc3c(=O)n(-c4ccc(F)cc4)c(=S)[nH]c3c2)CC1,i,-0.1,i,i,i,9.7,i,i,i,i,i
CC(C)c1cc(C(=O)N/N=C/c2ccoc2)cs1,i,0.4,i,i,i,18.6,i,i,i,i,i
O=c1[nH]c(CN2CCOCC2)nc2cc(Cl)ccc12,i,-0.2,i,i,i,16.3,i,i,i,i,i
Cn1nnnc1SCc1csc(C2C(C#N)=C(N)OC3=C2C(=O)CCC3)c1 (stereo unspecified),i,-0.1,i,i,i,17.3,i,i,i,i,i
O=C(O)c1cccc(NC(=S)NC(=O)c2ccncc2)c1,i,-0.7,i,i,i,35.3,i,i,i,i,i
Cc1cc(NC(=O)COC(=O)c2ccc(S(=O)(=O)N3CCCC3)cc2)no1,i,-1.8,i,i,i,11.2,i,i,i,i,i
CC(Oc1ccccc1F)C(=O)NC1CCS(=O)(=O)C1 (stereo unspecified),i,-0.3,i,i,i,-2.0,i,i,i,i,i
CCC(C)(C)NC(=O)C(c1cccc(OC)c1OC)N(CCOC)C(=O)CCC(=O)Nc1cc(C)on1 (stereo unspecified),i,-0.6,i,i,i,24.5,i,i,i,i,i
COc1cc(/C=N/n2nnnc2N)cc(Cl)c1OC,i,0.2,i,i,i,11.7,i,i,i,i,i
N#C/C(=C\c1cccnc1)c1ccc(Br)cc1,i,1.8,i,i,i,0.7,i,i,i,i,i
CCC(C)NC(=O)c1nc2c(nnn2Cc2ccccc2Cl)c(=O)[nH]1 (stereo unspecified),i,-0.5,i,i,i,·,i,i,i,i,i
COc1ccccc1C(=O)OC(C)CN1CCN(C)CC1 (stereo unspecified),i,0.2,i,i,i,12.6,i,i,i,i,i
Cc1cc2nc3ccc(N(C)C)cc3nc2cc1N,i,1.0,26.5*,-6.42*,i,18.3,i,i,i,i,i
N#Cc1c(N)nc(SCC(=O)NC2CCCCC2)c(C#N)c1-c1ccc(Cl)cc1,i,-0.9,i,i,i,24.0,i,i,i,i,i
O=C(NCc1cccnc1)C1CCC(CNS(=O)(=O)c2ccc(Cl)cc2)CC1 (stereo unspecified),i,2.1,i,i,i,11.4,i,i,i,i,i
CSc1cccc(NC(=O)c2cc(S(=O)(=O)N3CCc4ccccc43)cn2C)c1,i,-0.5,i,i,i,21.1,i,i,i,i,i
CC1=C(O)C(=O)OC1c1c(Cl)cccc1Cl (stereo unspecified),i,0.0,i,i,i,29.8,i,i,i,i,i
CC(=O)N1CCN(c2ccc(Oc3nnnn3-c3ccccc3)cc2)CC1,i,-0.3,i,i,i,9.7,i,i,i,i,i
O=C1CN(C(=O)N[C@@H](Cc2ccccc2)C(=O)N[C@H](C(=O)O)c2ccccc2)c2ccccc2N1,i,-0.5,i,i,i,11.0,i,i,i,i,i
O=C(CC(Nc1ccc(Cl)cc1Cl)C(=O)O)c1ccccc1 (stereo unspecified),i,-1.9,i,i,i,42.5,i,i,i,i,i
Cc1noc(C)c1COc1ccc(C(=O)NCC2CCCO2)cc1 (stereo unspecified),i,0.6,i,i,i,12.9,i,i,i,i,i
CCc1ccccc1NC1c2ccccc2C(=O)N1c1cc(C)ccn1 (stereo unspecified),i,1.1,i,i,i,14.3,i,i,i,i,i
CC(C)OP(=O)(OC(C)C)C(NC(=O)c1cccc([N+](=O)[O-])c1)C(N)=O (stereo unspecified),·,-0.2,i,i,i,·,i,i,i,i,i
O=C(NCC1CCN(S(=O)(=O)c2ccccc2)CC1)Nc1ccccc1,i,-0.1,i,i,i,28.3,i,i,i,i,i
O=C1CC(N2CCOCC2)=NN1c1ccc([N+](=O)[O-])cc1,i,0.3,i,i,i,13.9,i,i,i,i,i
CCOC(=O)C1=C(O)/C(=C\c2cc(C)n(-c3ccc(F)cc3)c2C)N=C1C,i,-0.1,i,i,i,14.6,i,i,i,i,i
O=C(CCCOc1ccc(Cl)cc1)Nc1nncs1,i,-0.2,i,i,i,39.4,i,i,i,i,i
C=CCC(=O)N1CCCC(CO)(Cc2ccc(F)cc2F)C1 (stereo unspecified),i,-0.3,i,i,i,21.3,i,i,i,i,i
Cc1c(NP(=O)(Oc2ccccc2F)Oc2ccccc2F)c(=O)n(-c2ccccc2)n1C,i,-0.1,i,i,i,2.8,i,i,i,i,i
O=C(Nc1cccnc1)/C(N=Nc1ccc(Cl)c(C(F)(F)F)c1)=C(\O)c1ccccc1,i,-0.3,i,i,i,20.5,i,i,i,i,i
CC1CCCCN1S(=O)(=O)c1ccc2c(c1)CCN2C(=O)CCC(=O)O (stereo unspecified),i,-0.1,i,i,i,8.5,i,i,i,i,i

# Next compounds.
SMILES,PolyA inhibitor,HIF activator,MrgX1 ag,TRPC6 inh,TRPC4 potent,AI-2 QS modul,MrgX1 antagonist,MrgX1 allo act,TRPC4 inh,TRPC4 act,TRPC6 act
O=C(O)CC12CC3CC(C1)CC(n1cncn1)(C3)C2,i,0.0,i,i,i,9.0,i,i,i,i,i
CSC(=O)CC(=O)NC(=O)c1ccccc1,i,0.1,i,i,i,14.1,i,i,i,i,i
COc1cccc(Oc2ccc(OC)cc2C(=O)O)c1,i,0.3,i,i,i,22.3,i,i,i,i,i
CCOC(=O)c1ccc(NS(=O)(=O)c2ccc(-c3coc(C)n3)cc2)cc1,i,-0.1,i,i,i,7.5,i,i,i,i,i
Cc1ccc(OCc2nc(-c3cccs3)no2)c([N+](=O)[O-])c1,i,-1.8,i,i,i,30.5,i,i,i,i,i
C=CCn1c(=NC(=O)C2COc3ccccc3O2)sc2cc(S(N)(=O)=O)ccc21 (stereo unspecified),i,-0.5,i,i,i,16.3,i,i,i,i,i
CC1(C)CC(=O)C2=C(C1)Oc1ncn(Cc3ccco3)c(=N)c1C2c1ccccc1 (stereo unspecified),i,0.3,i,i,i,-3.2,i,i,i,i,i
CN1CCC(=O)N([C@H](CO)Cc2ccccc2)CC1,i,1.1,i,i,i,21.9,i,i,i,i,i
COc1ccc(C(=O)NN=C2CCCC2)c(OC)c1,i,0.5,i,i,i,1.5,i,i,i,i,i
O=c1oc2c3c(nn2c2ccccc12)CCCC3,i,0.2,i,i,i,17.1,i,i,i,i,i
CCN(C(=S)NCCOC)c1cccc2ccccc12,i,-0.8,i,i,i,73.3,i,i,i,i,i
